S100A4 inh HTS: inhibitors of S100A4-myosin IIA peptide binding, primary screen, biochemical, fluorescence polarization, TAMRA-MyoIIA peptide; Protein S100-A4 (Homo sapiens), P26447; inhibition, % at 10.7 µM; 360,000 tested, 0.14% active;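 active = mean inhibition of at least 70% across replicates, with every replicate also reaching that level; inconclusive = mean inhibition reaches 70% but some replicates fall short; inactive = mean inhibition below 70%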
Target sequence (P26447 whole entry, looked up): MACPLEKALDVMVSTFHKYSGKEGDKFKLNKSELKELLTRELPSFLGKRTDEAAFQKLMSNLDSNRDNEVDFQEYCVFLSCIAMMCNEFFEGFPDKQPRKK
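Material: human S100A4 monomer with TAMRA-labelled myosin IIA peptide; buffer or medium: HEPES pH 7.2 with CaCl2, KCl, NaCl, DTT, Triton; compound dosing: one concentration per compound; schedule: 5 min incubation before reading; benchmarks: neutral control DMSO, positive control TFP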
LGR2 antag: inhibitors of bursicon-induced LGR2 CRE-luciferase signal, primary screen, cell-based, HEK293, CRE-luciferase reporter, bursicon stimulation; Drosophila bursicon receptor LGR2 (rickets); bursicon-stimulated, 4 h; inhibition, % at 9.99 µM; 380,000 tested, 0.35% active;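 active = drop in luminescence signal, shown as inhibition above about 50% in the replicate tests, limit read from the data, passing the limit was not always enough; inconclusive = probably only some replicates passing the limit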;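 also: agonist challenge used bursicon conditioned medium at about half maximal strength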
CASP6 VEID inh: human caspase-6 inhibitors, primary screen, biochemical, VEID-R110 fluorescence, single point, set 2; inhibition, % at 12.5 µM; P55212; 350,000 tested, 0.53% active; purified caspase-6, Z-VEID-R110 cleavage fluorescence;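 active = mean inhibition across replicates at least about 35%, with every replicate also reaching that limit, limit read from the data; inconclusive = only one of the two criteria met; inactive = neither criterion met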;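 also: 0% = median of neutral control wells and 100% = no fluorescence left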
Target sequence (P55212 24-179 limits assumed): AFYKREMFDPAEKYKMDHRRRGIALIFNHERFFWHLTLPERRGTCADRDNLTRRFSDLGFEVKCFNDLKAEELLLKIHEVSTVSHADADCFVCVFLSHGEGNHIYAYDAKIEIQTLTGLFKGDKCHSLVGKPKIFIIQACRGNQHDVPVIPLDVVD
Target sequence (P55212 194-293 limits assumed): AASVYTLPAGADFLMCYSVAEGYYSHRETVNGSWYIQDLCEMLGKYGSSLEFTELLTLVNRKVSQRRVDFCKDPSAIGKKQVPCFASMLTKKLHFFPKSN
SIRT5 inh: SIRT5 desuccinylase inhibitors, primary screen, biochemical, fluorescence imaging, single point, set 5; NAD-dependent protein deacylase sirtuin-5, mitochondrial (Homo sapiens), Q9NXA8; Purified SirT5, succinyl-peptide AMC, trypsin-coupled fluorescence; inhibition, % at 15 µM; 330,000 tested, 1.1% active; in the data active = inhibition above about 15%; inconclusive = no clear call, values can overlap the other calls
Target sequence (Q9NXA8 whole entry, looked up): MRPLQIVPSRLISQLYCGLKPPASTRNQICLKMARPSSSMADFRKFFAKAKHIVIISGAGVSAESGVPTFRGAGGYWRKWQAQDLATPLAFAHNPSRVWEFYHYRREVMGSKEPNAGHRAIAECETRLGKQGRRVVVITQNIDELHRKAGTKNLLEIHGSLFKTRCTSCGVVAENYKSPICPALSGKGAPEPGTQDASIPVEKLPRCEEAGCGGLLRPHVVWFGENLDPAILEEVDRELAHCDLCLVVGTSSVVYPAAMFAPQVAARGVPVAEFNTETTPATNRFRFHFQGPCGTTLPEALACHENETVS
esBAF inh: Bmi1 luciferase reporter increase in mESCs, primary screen, esBAF inhibitor project, mouse ES cells, Bmi1 luciferase knock-in, single point | 24 h; 100% = twice the neutral-well signal | reporter increase, % at 12.5 µM | 350,000 tested, 2% active; in the data active = activation above about 40%; inconclusive = no clear call, values can overlap the other calls;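 also: 0% = median of the plate's neutral control wells and 100% = double that signal; a rise in the Bmi1 reporter signal indicates esBAF inhibition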
Statin myotox sup: suppressors of statin myotoxicity in C2C12 myotubes, primary screen, cell-based, single point, plate reader | C2C12 myotubes + simvastatin, ATP luminescence, 48 h; scaled: DMSO 0, geranylgeraniol control 100 | rescue of ATP level, % at 7.49 µM | 330,000 tested, 0.78% active | AID 602340, 2012;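 active = mean ATP rescue above about 67%, or every replicate alone reaching that limit, limit read from the data, passing the limit was not always enough; inconclusive = no clear call, values can overlap the other calls; inactive = mean under the limit and some replicate under it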;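 also: myotubes were challenged with 10 µM simvastatin during compound exposure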
FN deposition inh: inhibitors of fibronectin matrix deposition, primary screen, AH1F cells, Alexa488-fibronectin fluorescence, plate reader; AH1F fibroblasts, overnight; inhibition, % at 12.6 µM; 350,000 tested, 0.086% active; AID 743247, 2014;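 active = mean inhibition across replicates of 30% or more, regardless of how many single replicates reach that level; inconclusive = mean under 30% yet at least half of replicates reach 30%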;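 also: positive control wells lacked labelled fibronectin entirely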
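Measured by – fluorescence 485/525 nm · System – AH1F fibroblast monolayer, labelled fibronectin deposition · Amount – 10000 cells per well · Buffer or medium – serum-reduced DMEM (2% serum) · Doses – single dose, pinned · Also added – fluorescent fibronectin at 24 nM final · Schedule – 1 h cell attachment, overnight exposure to compound and label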
Numbers without * were called inactive; ? = inconclusive; . = not tested or not shown. The list is partial, so the mix of outcomes need not match the whole.

SMILES | S100A4 inh HTS | LGR2 antag | CASP6 VEID inh | SIRT5 inh | esBAF inh | Statin myotox sup | FN deposition inh
C[C@@H]1CN([C@@H](C)CO)C(=O)Cc2cc(NC(=O)C3CC3)ccc2O[C@@H]1CN(C)Cc1ccccc1 | 12.8 | 7.5 | 3.3 | -3.8 | 1.6 | -10.4 | .
CCn1c(C)c(C)c2cc(C(=O)N3CCc4ccccc4C3)ccc21 | -8.2 | 17.0 | 2.2 | 5.2 | 1.6 | -24.8 | 11.0
CCN(C(=O)Cc1c(C(=O)O)n(C)c2ccccc12)c1cc(OC)ccc1OC | -6.4 | 0.4 | -0.1 | -3.4 | 16.7 | -11.9 | .
COc1ccc(NC(C)=O)cc1NC(=O)c1cccc(C(F)(F)F)c1 | -0.8 | 28.2 | -6.2 | -3.6 | . | . | -32.9
O=C(/C=C/c1ccc(Cl)cc1)N(Cc1ccccc1)c1ccccn1 | -0.2 | 7.5 | -2.6 | 1.3 | . | . | .
Cc1cccc(COc2ccc(S(=O)(=O)N3CCOCC3)cc2[N+](=O)[O-])c1 | -2.5 | -5.4 | 4.3 | 2.1 | . | . | -2.8
CSc1ncccc1C(=O)OCC(=O)Nc1ccc2c(c1)CCC2 | -1.0 | -13.5 | 4.1 | 0.5 | -6.9 | 1.8 | -3.1
C/C=C/c1cnc2c(c1)C(=O)N([C@H](C)CO)C[C@@H](C)[C@H](CN(C)Cc1cccc(C(=O)O)c1)O2 | 6.5 | -2.8 | -0.8 | -3.2 | -4.0 | 5.1 | .
COc1cccc(C=Nc2cc(C)on2)c1O | . | . | . | . | -2.7 | 4.1 | -4.7
COc1cccc(CN2CCNC(=O)C2CC(=O)NCCc2cccc(C)n2)c1OC (stereo not drawn) | 6.8 | 1.4 | -2.3 | -5.8 | . | . | -0.6
CC(Cc1ccccc1)=NNc1ccc([N+](=O)[O-])cc1[N+](=O)[O-] | 0.6 | -8.1 | -4.6 | . | 3.8 | -6.6 | 4.6
OC[C@H]1[C@@H](c2ccc(Br)cc2)[C@H]2CN(Cc3ccccn3)CCCCN21 | 1.8 | 1.9 | -10.4 | 3.2 | 0.1 | 12.1 | .
O=C(Nc1nc(-c2ccccc2Cl)cs1)c1cccnc1 | . | 7.1 | . | . | 17.9 | -0.8 | .
CCOC(=O)C1CCN(c2c(Nc3cc(C)cc(C)c3)c(=O)c2=O)CC1 | 0.1 | 5.3 | 2.8 | 3.3 | 1.9 | 0.4 | 1.1
CC(NC(=O)C1CC(=O)N(c2ccc3c(c2)OCCO3)C1)c1ccccc1 (stereo not drawn) | 1.3 | -1.7 | -3.2 | . | -6.0 | 4.4 | -3.9
Cc1noc(C)c1C(=O)NNc1cc(Cl)ccc1Cl | -6.7 | . | 0.0 | -0.8 | . | . | -0.6
CCN(C[C@H]1N[C@@](C)(C(=O)OC)[C@H]2C(=O)N(C)C(=O)[C@@H]12)C(=O)Nc1ccc(F)cc1 | -0.4 | -14.2 | 1.2 | -4.0 | -5.4 | -11.4 | 2.5
CN1CCc2c(OCC(=O)NC3CCCCC3)cccc2C1=O | -0.3 | -15.0 | 3.1 | -13.9 | . | . | 4.2
C[N+](C)(C)CCNC(=O)c1cc[n+](Cc2ccccc2)c(/C=N/O)c1 | 13.3 | 11.8 | -98.1 | -0.7 | -8.8 | 5.9 | 2.0
CO[C@H]1CN(C)C(=O)c2cc(NC(=O)C3CC3)ccc2OC[C@H](C)N(C(=O)Cc2ccccn2)C[C@@H]1C | 11.0 | 2.9 | -0.2 | -1.4 | -1.3 | 2.0 | 7.5
CN(c1ccc(C(=O)NC2CCCC2)cc1)S(=O)(=O)c1ccc(Cl)cc1 | 3.5 | 0.6 | 0.7 | 0.7 | 0.2 | -0.2 | -8.2
COC(=O)[C@]1(C)N[C@H](CN(C)C(C)=O)[C@@H]2C(=O)N(Cc3ccccc3)C(=O)[C@@H]21 | 0.4 | 17.2 | 1.5 | . | -1.3 | -4.1 | -4.3
COc1ccc(C(=O)N2CCCC(CCC(=O)NCc3ccc(F)c(F)c3)C2)cc1F (stereo not drawn) | 7.0 | . | 3.2 | 1.4 | . | . | 15.1
CC(NC(=O)CCNS(=O)(=O)c1ccc2c(c1)oc(=O)n2C)c1ccccc1 (stereo not drawn) | -10.1 | 2.8 | 6.4 | 0.7 | -6.2 | 3.4 | 2.9
O=C(NCCS(=O)(=O)N1CCN(c2ccccc2F)CC1)c1ccco1 | 2.4 | -7.7 | -0.1 | -1.7 | -3.1 | -18.5 | -5.4

Arranged by value in LGR2 antag (low to high): some entries from above
Molecule	LGR2 antag
CCN(C[C@H]1N[C@@](C)(C(=O)OC)[C@H]2C(=O)N(C)C(=O)[C@@H]12)C(=O)Nc1ccc(F)cc1	-14.2
C[C@@H]1CN([C@@H](C)CO)C(=O)Cc2cc(NC(=O)C3CC3)ccc2O[C@@H]1CN(C)Cc1ccccc1	7.5
COc1ccc(NC(C)=O)cc1NC(=O)c1cccc(C(F)(F)F)c1	28.2

Later entries:
SMILES | S100A4 inh HTS | LGR2 antag | CASP6 VEID inh | SIRT5 inh | esBAF inh | Statin myotox sup | FN deposition inh
S=C(NCc1ccncc1)Nc1ccc(Br)cc1Cl | 1.4 | 6.1 | 1.1 | -2.2 | . | . | -0.5
CCC(=O)c1ccc(OC(=O)/C=C/c2cc(OC)c(OC)c(OC)c2)cc1 | 4.1 | 7.6 | 0.0 | -7.1 | -8.4 | 2.9 | 2.3
C[C@@H]1CN([C@@H](C)CO)C(=O)c2cc(NC(=O)Nc3cccc4ccccc34)ccc2O[C@H]1CN(C)C(=O)Nc1ccccc1 | -2.9 | -5.7 | -0.8 | 0.5 | -0.4 | -2.0 | .
CC(=O)c1cccc(NC(=S)NC2CC2)c1 | -5.2 | -2.0 | 0.3 | -1.6 | -11.1 | -10.5 | 2.6
NS(=O)(=O)c1ccc(CCNC(=O)Cc2c[nH]c3ccccc23)cc1 | -1.5 | -1.5 | -7.2 | -1.3 | -4.2 | 2.9 | 0.0
CN(Cc1ccccc1NS(=O)(=O)c1ccc2ccccc2c1)C1CCCCC1 | -7.5 | 4.4 | -4.0 | -4.3 | -9.5 | -14.1 | -6.7
CCOC(=O)c1cccc(C(=O)OCC)n1 | 2.2 | . | . | . | 2.1 | -3.2 | 3.3
CCOc1ccc(NC(=S)N2CCC(c3ccc(C)cc3)C2)cc1 (stereo not drawn) | -2.9 | 4.6 | 1.4 | 1.4 | 13.6 | -10.9 | -6.5
CCN1CCN(C(=O)NC2CC(=O)N(c3ccc(OC)cc3)C2)CC1 (stereo not drawn) | 8.2 | -0.1 | -3.2 | -2.1 | -7.7 | -5.3 | -4.0
N#Cc1cccnc1N1CCN(C(=O)c2[nH]c(C(F)(F)F)nc2-c2ccccc2)CC1 | -7.4 | -11.8 | -1.0 | -2.6 | -7.0 | 4.6 | -1.3
O=C(C[C@H]1CC[C@H]2[C@@H](COC[C@@H](O)CN2C(=O)c2cnccn2)O1)NCc1ccc(Cl)cc1 | -11.7 | 28.9 | 0.5 | 5.4 | 4.7 | -9.7 | -0.6
O=C(c1ccccn1)N(Cc1ccco1)C1(C(=O)NC2CCCC2)CCCCC1 | . | . | . | . | -10.9 | -1.3 | 2.1
Cc1ccc(C(=O)Nc2ccn(C)n2)cc1 | -0.9 | -30.0 | -2.4 | -4.3 | 18.3 | 3.9 | 14.8
COc1ccc2[nH]c3c(=O)n(/N=C/[C@H]4C(C)C=C(C)CC4C)c(=O)[nH]c3c2c1 (stereo partly drawn) | -9.8 | 14.4 | -2.6 | -3.7 | 4.8 | . | 3.5
O=C(c1ccc(F)cc1)N1CC(=O)N2[C@H](C1)[C@@H](c1ccc(C#CC3CCCCC3)cc1)[C@@H]2CO | 3.5 | -0.1 | -1.3 | -3.6 | . | . | .
COc1ccccc1NC(=O)c1cc(S(=O)(=O)N2CCc3ccccc32)ccc1F | 1.8 | 5.8 | 1.1 | -3.8 | -1.9 | -1.4 | -9.6
N#C/C(=C(/O)CCl)c1nc2c(s1)CCc1ccccc1-2 | -18.2 | -42.0 | 9.1 | -3.5 | 34.1 | -13.7 | -3.4
Cc1ncoc1C(=O)N1CCCC(C(=O)c2ccc(Oc3ccccc3)cc2)C1 (stereo not drawn) | -2.3 | 7.5 | -0.1 | -2.4 | . | . | 12.2
C[C@H]1CN([C@@H](C)CO)C(=O)c2cccc(NC(=O)Nc3cccc4ccccc34)c2O[C@H]1CN(C)Cc1ccc(C(F)(F)F)cc1 | 9.4 | -18.5 | -1.6 | -1.5 | 4.5 | ? | .
COc1nccc(-c2ccc(F)cc2)c1C#N | 1.1 | -15.1 | -2.7 | -0.3 | 2.5 | 0.7 | 1.3
CCC(C(=O)N1CCCC1)n1nc(C)c2c(C)n(-c3ccccc3)nc2c1=O (stereo not drawn) | -4.7 | -4.0 | 0.7 | -1.6 | -3.9 | 1.6 | -5.6
CN(Cc1nc2ccccc2c(=O)[nH]1)C(=O)c1cccc(S(=O)(=O)N2CCCC2)c1 | -3.8 | 7.8 | 1.1 | -2.1 | -5.1 | -4.2 | .
CCOC(=O)N(C)C[C@H]1OCc2ccccc2-c2ccccc2C(=O)N([C@@H](C)CO)C[C@@H]1C | 12.4 | 4.9 | 1.6 | -2.7 | -0.7 | 13.4 | 0.7
CC(=O)Nc1ccc(NC(=O)CN(C)S(=O)(=O)c2ccc3ccccc3c2)cc1 | -0.9 | 1.3 | -2.9 | 0.5 | -3.9 | 1.2 | 5.7
COc1ccc(S(=O)(=O)Nc2ccc3c(c2)C(=O)N([C@@H](C)CO)C[C@@H](C)[C@H](CN(C)Cc2ccccc2)OCCCC[C@@H](C)O3)cc1 | . | -0.2 | . | . | 1.2 | . | -4.5

(listing goes on)
SMILES | S100A4 inh HTS | LGR2 antag | CASP6 VEID inh | SIRT5 inh | esBAF inh | Statin myotox sup | FN deposition inh
C[C@H]1CCCCO[C@@H](CN(C)C(=O)Nc2cccc3ccccc23)[C@@H](C)CN([C@@H](C)CO)C(=O)c2cc(NS(=O)(=O)c3cccs3)ccc2O1 | 7.2 | 6.6 | 1.1 | -3.0 | 1.2 | 47.7 | .
Cc1cc(C)c(C(=O)N2CCCC(CNC(=O)C3(c4ccc(Cl)cc4)CC3)C2)c(=O)[nH]1 (stereo not drawn) | 0.4 | 12.1 | 0.3 | -8.5 | . | . | -8.7
COc1cc(CN2CCN(c3cccc(C)c3C)CC2)cc([N+](=O)[O-])c1O | 0.5 | -7.7 | 2.7 | -0.4 | . | . | -8.4
CCCOc1ccc(/C=N\NC(=O)CCc2n[nH]c(=O)[nH]c2=O)cc1OC | -1.3 | 1.4 | 2.0 | 1.2 | -5.2 | 9.7 | 1.0
CC(C)(C)c1ccc(SCCc2ccccn2)cc1 | 4.9 | -111.5 | -1.0 | -4.9 | . | . | 5.2
CC(C)=C(C#N)c1nc2ccccc2s1 | . | -42.5 | . | . | -5.5 | 13.8 | .
C[C@H](CO)N1C[C@H](C)[C@H](CN(C)S(=O)(=O)c2cn(C)cn2)Oc2ccc(NC(=O)CCCN(C)C)cc2CC1=O | 4.8 | -27.4 | -14.7 | -5.7 | . | . | .

Two compounds drawn at random from the list so far:
SMILES | S100A4 inh HTS | LGR2 antag | CASP6 VEID inh | SIRT5 inh | esBAF inh | Statin myotox sup | FN deposition inh
CC(C)=C(C#N)c1nc2ccccc2s1 | . | -42.5 | . | . | -5.5 | 13.8 | .
CC(C)(C)c1ccc(SCCc2ccccn2)cc1 | 4.9 | -111.5 | -1.0 | -4.9 | . | . | 5.2

Screening results from PubChem.
